From PubChem
IMP-1 inh = blocks Pseudomonas aeruginosa IMP-1 metallo-beta-lactamase; inhibition, % at 5.6 µM; purified IMP-1, nitrocefin hydrolysis, epi-absorbance fluorescence; 0.45% of 290,000 active;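 active = inhibition above the mean plus 3 SD of all compounds in the same screening run, cut at about 4.5% in these data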;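 also: 0% = IMP-1 with DMSO and 100% = DMSO wells lacking enzyme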
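System: purified recombinant IMP-1 beta-lactamase. Medium: Zinc- and detergent-supplemented HEPES buffer, pH 7.1. Compound: one 5.6 µM dose […]. Schedule: 15 min preincubation plus 25 min reaction at 25 °C. Technique: Epi-absorbance fluorescence, 480 nm excitation, 530 nm emission.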
VIM-2 inhibitor = inhibitors of Pseudomonas aeruginosa VIM-2 metallo-beta-lactamase; 0.89% of 290,000 active; purified VIM-2, nitrocefin hydrolysis, epi-absorbance fluorescence; AID 1527; inhibition, % at 5.6 µM;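 active = inhibition above the mean of all tested compounds plus 3 SD, cutoff set per screening run, cut at about 7.5% in these data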;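 also: red hydrolysis product quenches plate fluorescence so inhibitors raise well fluorescence; 0% = enzyme with DMSO and 100% = DMSO without enzyme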
IDE cell activ = activators of human insulin-degrading enzyme in cells; P14735; HEK cells, FAbeta-B cleavage, fluorescence polarization; 0% vehicle, 100% cell-free pure enzyme wells; activation, % at 5.96 µM; 0.073% of 340,000 active; AID 493087;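 active = activation above the mean of all tested compounds plus 3 SD, set per screening campaign, cut at about 17% in these data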
SUMO HTRF inh = SUMOylation inhibition; P63279; inhibition, % at 35 µM; HTRF SUMOylation assay, SAE1/SAE2 + UBC9, in vitro; 0.36% of 290,000 active; in the data active = inhibition above about 50%, passing the limit was not always enough; also: strong numbers were not always called active
Target sequence (P63279 whole entry, looked up): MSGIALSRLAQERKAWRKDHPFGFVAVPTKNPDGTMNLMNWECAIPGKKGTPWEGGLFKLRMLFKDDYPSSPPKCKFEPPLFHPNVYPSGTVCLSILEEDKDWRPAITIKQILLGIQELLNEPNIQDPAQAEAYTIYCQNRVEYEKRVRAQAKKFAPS
p-CIP stab down = lowers stability of the mouse p/CIP coactivator protein | Q05BA5 | F442A p/CIP-EGFP cells, EGFP fluorescence, 16 h | decrease of EGFP signal, % at 10 µM | 0.01% of 290,000 active;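 active = EGFP signal decrease of at least 30% at 10 µM or well 3 SD below plate mean, unless failing retest; inactive = the rest, including hits failing retest or dose response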; also: some compounds called inactive have numbers as strong as hits; many of its hits are not listed in these tables
IDE inh = inhibits human insulin-degrading enzyme in HEK cells; 0.41% of 320,000 active; AID 434962; inhibition, % at 5.59 µM; FAbetaB cleavage, fluorescence polarization; P14735;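 active = percent inhibition above the average of all tested compounds plus 3 SD, set per screening campaign, cut at about 16% in these data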;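 also: IDE supplied by intact live HEK cells; FP after avidin binding of uncleaved biotin substrate so inhibition keeps polarization high; 0% = DMSO wells and 100% = 60 µM reference IDE inhibitor Ii1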
M18AAP inhibitor = PfM18AAP enzyme inhibition. AID 1822. inhibition, % at 7.35 µM. recombinant PfM18AAP, H-Glu-NHMec fluorogenic cleavage. 1.2% of 290,000 active;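 active = inhibition above the campaign mean inhibition over all tested compounds plus 3 SD, cut at about 28% in these data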;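 also: 0% = plate median of test compound wells and 100% = 2 mM ZnCl2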
DNA FID counter = counter-screen for HCV NS3 helicase inhibitors: DNA intercalator displacement; AID 1845; DNA fluorescent intercalator displacement, fluorescence; inhibition, % at 7.9 µM; 0.17% of 290,000 active; in the data active = inhibition above about 37%;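 also: 0% = vehicle and 100% = reference compound; higher means more ethidium bromide displaced from hairpin DNA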
HCV NS3 hel inh = inhibitors of Hepatitis C virus NS3 helicase. 0.56% of 290,000 active. inhibition, % at 10.9 µM. NS3 helicase DNA unwinding, Cy5 molecular beacon fluorescence;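 active = inhibition above the mean of all tested compounds plus 3 SD, set per campaign, cut at about 35% in these data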;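 also: 0% = DMSO wells and 100% = thioflavine S control wells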
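test system = hepatitis C virus NS3 helicase domain fragment enzyme | reagent = annealed dual-labelled DNA beacon duplex, ATP-started | times = 1 h at 25 °C | detection = Cy5 fluorescence, 0 and 60 min reads | read-out basis = percent inhibition from t60/t0 fluorescence ratio | control set = DMSO and thioflavine S | replication = one well per compound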
* marks the source's active call; other numbers are inactive results; · = not tested or not shown.

Each structure is followed by: IMP-1 inh | VIM-2 inhibitor | IDE cell activ | SUMO HTRF inh | p-CIP stab down | IDE inh | M18AAP inhibitor | DNA FID counter | HCV NS3 hel inh
C=CCn1c(SCCN2C(=O)c3ccccc3C2=O)nc2scc(-c3ccccc3)c2c1=O
 : -0.1 | -1.4 | 2 | -99 | 38 | 3 | 8 | -4 | 2
CC1(C)C=Cc2cc3ccc(=O)oc3cc2O1
 : · | · | -5 | 17 | 2 | 1 | · | · | ·
Cc1cccc(N2CCN(Cc3nc(-c4cccc(Oc5ccccc5)c4)oc3C)CC2)n1
 : -4.2 | -4.1 | 4 | -27 | 8 | 0 | 4 | 1 | -29
O=C(NNc1cc(Cl)cc(Cl)c1)C1CCC1
 : -2.0 | -0.7 | 4 | 13 | -5 | 2 | 11 | -3 | 5
Cc1ccc(S(=O)(=O)N(C)C)cc1NC(=O)CCc1ccccc1
 : -4.0 | -1.9 | 3 | 2 | 1 | 3 | -4 | -6 | -26
COc1ccccc1NS(=O)(=O)c1cccc(C(=O)OCC(=O)Nc2cc(C)on2)c1
 : -0.3 | -5.8 | 6 | -19 | -2 | 0 | 7 | -16 | -5
CC(=O)c1c(C)oc2ccc(NS(=O)(=O)c3ccc(C(=O)O)cc3)cc12
 : -1.9 | 0.3 | 0 | 16 | -15 | -7 | 12 | -14 | 5
CCOc1ccc(NC(=O)CCNS(=O)(=O)c2cccc3nonc23)cc1
 : -6.1 | -4.6 | -1 | 3 | -4 | -2 | 3 | -7 | 0
COc1cccc(/C=C/C(=O)Nc2ccc(N3CCOCC3)cc2)c1OC
 : -0.3 | -1.5 | 4 | 17 | -13 | 1 | -5 | -17 | 7
O=[N+]([O-])c1cc([N+](=O)[O-])c2oc(-c3ccccc3)c(Br)c2c1O
 : -2.8 | -0.5 | 2 | 36 | -15 | · | 1 | 47* | 45*
O=C(Nc1ccccc1)c1cccnc1N1CCOCC1
 : -1.9 | -1.6 | 9 | -1 | -19 | -1 | 2 | -1 | 0
CCN(Cc1cc2ccccc2[nH]c1=O)S(=O)(=O)c1ccccc1
 : -2.0 | -2.7 | -5 | 8 | 1 | 2 | -9 | -16 | -2
NC1=NC(c2ccccc2)N=C(Nc2ccccc2)N1 (stereo not given)
 : -1.3 | -0.1 | · | 22 | 8 | 4 | -6 | -2 | 1
Cc1sc2nc(CSc3ccc([N+](=O)[O-])c(C(F)(F)F)c3)[nH]c(=O)c2c1C
 : -2.4 | -1.8 | 9 | 12 | -8 | 1 | 5 | -2 | 11
O=C(Nc1ccccc1[N+](=O)[O-])C1=C(O)CCn2c1nc1ccccc12
 : -3.2 | -0.4 | 0 | 20 | 4 | 6 | -9 | -4 | 2
COc1ccc(C(=O)NCCC2=CCCCC2)cc1[N+](=O)[O-]
 : -3.0 | -2.0 | -2 | 4 | -10 | 0 | 1 | -1 | -4
O=C(Nc1ccc(S(=O)(=O)Nc2nccs2)cc1)c1cc(-c2ccccn2)nc2ccccc12
 : -3.3 | -2.7 | 3 | 22 | 2 | -2 | 4 | -23 | -24
COc1ccccc1-c1ccc2nnc(SC)n2n1
 : -0.3 | 2.0 | 4 | 23 | 2 | -4 | 2 | -10 | 1
O/N=C\c1ccc(-c2ccccc2)o1
 : -1.0 | 1.0 | -5 | -5 | -10 | 4 | -4 | -4 | 5
Clc1cccc(Cl)c1OCCOCCNCc1ccccc1
 : -1.3 | -2.0 | -5 | -4 | 3 | 3 | 1 | 8 | -11

Going on with the list.
Each structure is followed by: IMP-1 inh | VIM-2 inhibitor | IDE cell activ | SUMO HTRF inh | p-CIP stab down | IDE inh | M18AAP inhibitor | DNA FID counter | HCV NS3 hel inh
O=C(C1=C[C@@H](c2ccccc2)C[C@@H](OCCCCO)O1)N1CCOCC1
 : 2.9 | 0.6 | 4 | -6 | 3 | -2 | 6 | -10 | 5
CCCCN(CCCC)CCNC(=O)CN1C(=O)CSc2ccc(S(=O)(=O)N3CCOCC3)cc21
 : -1.9 | -0.1 | 1 | 4 | -4 | 6 | -4 | 22 | 2
CCCCNC(=O)C1(c2ccc(OC)cc2)CCOCC1
 : -0.6 | -3.7 | 4 | 20 | -7 | -1 | 8 | -3 | 0
Cc1ccc(C(=O)OC(C(=O)Nc2ccc(Cl)cc2C(F)(F)F)c2ccccc2)cc1 (stereo not given)
 : -1.0 | 0.1 | 0 | -2 | -9 | -1 | -7 | -6 | -1
COc1ccccc1N1CCN(S(=O)(=O)c2ccc(-n3cnnn3)cc2)CC1
 : 0.4 | 0.1 | 2 | 16 | -7 | -6 | 5 | -24 | -1
CCN1CCN(C(=O)c2cc3cc(F)ccc3[nH]2)CC1
 : -2.7 | -0.5 | 4 | 19 | -5 | -3 | -9 | -4 | -2
CCS(=O)(=O)c1ccc(-c2csc(-c3ccc(Cl)cc3)n2)c(Cl)c1Cl
 : -2.5 | -0.8 | 1 | -4 | -6 | 0 | 2 | -2 | -11
Cn1c(SCC(=O)OC2CCCCC2)nnc1-c1ccc(S(=O)(=O)N2CCCC2)cc1
 : -2.5 | -0.8 | -2 | 8 | -21 | -2 | 4 | -32 | -1
Cc1cc(CNC(=O)Nc2ccc3c(c2)OCO3)nn1C
 : -3.0 | -3.4 | 6 | -3 | -20 | 6 | 4 | 2 | 2
CC(C)N(C(=O)c1sc2cc([N+](=O)[O-])ccc2c1Cl)C(C)C
 : -1.0 | -0.4 | 0 | 19 | -4 | -2 | -1 | -1 | 5
COc1cccc(NC(=O)CN2C(=O)NC(C)(c3ccc(C)cc3)C2=O)c1 (stereo not given)
 : -3.4 | -6.1 | 4 | -10 | -1 | 8 | -5 | -22 | -13
COCCN1C(=O)N[C@@H](CCc2ccccc2)[C@H](C(C)=O)[C@H]1C
 : · | · | 0 | 15 | -6 | 0 | · | · | ·
CC1CCN(CCCNC(=O)CN2CCN(Cc3ccc(Cl)cc3)C2=O)CC1
 : 0.4 | 0.8 | 4 | 8 | -2 | 0 | 5 | 5 | 4
CN(C)CCNC(=S)Nc1cccc(Cl)c1
 : 0.9 | 0.7 | 2 | 31 | -29 | -1 | -20 | 0 | -7
CN(CCO)c1nc2c(c(=O)n(Cc3ccc(Cl)cc3)c(=O)n2C)n1C
 : -1.1 | -0.1 | 0 | 0 | 5 | 2 | 0 | -15 | 9
Cc1ccc(-n2nc3c(=O)n(CCCC(=O)NCc4cccc(F)c4)nc(C)c3c2C)cc1
 : -1.9 | -8.3 | -1 | · | -5 | 4 | 2 | -49 | 4
Cc1cc(C(=O)N(C)CC(=O)Nc2ccccc2C(F)(F)F)c(C)o1
 : -5.3 | -1.3 | 0 | 26 | 9 | 6 | -12 | 1 | -2
COC(=O)C1Cc2c([nH]c3ccccc23)C(C(C)C)N1 (stereo not given)
 : -1.7 | 0.3 | -1 | 27 | -15 | -1 | -11 | -4 | -19
O=C(NNC(=S)NC1CCCCC1)c1ccccc1O
 : -2.9 | -0.4 | 3 | 1 | 13 | -3 | 19 | -4 | -4
N#CC1=C(N)Nc2nc3ccccc3n2C1c1ccc(Cl)cc1 (stereo not given)
 : -4.7 | -2.0 | 0 | 49 | 6 | -1 | 4 | -4 | 6

Full records, quoted from the list. Order of values: IMP-1 inh, VIM-2 inhibitor, IDE cell activ, SUMO HTRF inh, p-CIP stab down, IDE inh, M18AAP inhibitor, DNA FID counter, HCV NS3 hel inh
O=C(NNC(=S)NC1CCCCC1)c1ccccc1O is listed with -2.9, -0.4, 3, 1, 13, -3, 19, -4, -4
O=C(C1=C[C@@H](c2ccccc2)C[C@@H](OCCCCO)O1)N1CCOCC1 is listed with 2.9, 0.6, 4, -6, 3, -2, 6, -10, 5
CN(CCO)c1nc2c(c(=O)n(Cc3ccc(Cl)cc3)c(=O)n2C)n1C is listed with -1.1, -0.1, 0, 0, 5, 2, 0, -15, 9
CCCCNC(=O)C1(c2ccc(OC)cc2)CCOCC1 is listed with -0.6, -3.7, 4, 20, -7, -1, 8, -3, 0
CC(C)N(C(=O)c1sc2cc([N+](=O)[O-])ccc2c1Cl)C(C)C is listed with -1.0, -0.4, 0, 19, -4, -2, -1, -1, 5

Remaining list, next part.
canonical_smiles	IMP-1 inh	VIM-2 inhibitor	IDE cell activ	SUMO HTRF inh	p-CIP stab down	IDE inh	M18AAP inhibitor	DNA FID counter	HCV NS3 hel inh
CC(=O)c1ccc(N2CCN(CC(=O)Nc3ccc4c(c3)OCCO4)CC2)cc1	-0.3	-1.4	2	2	2	6	9	-34	24
CCC1SC(=Nc2cccc(C)c2)NC1=O (stereo not given)	-0.5	0.6	-1	-5	7	0	20	-8	8
CC(=O)c1ccc(NC(=S)N2CCCC(C(F)(F)F)C2)cc1 (stereo not given)	-3.2	-3.8	-1	-8	5	3	3	-1	11
CC[n+]1c(/C=C/c2cc([N+](=O)[O-])ccc2O)ccc2ccccc21	1.4	-1.7	4	6	1	0	10	1	-20
O=C(c1cc2cc(Cl)ccc2[nH]1)N1CCc2ccccc2C1	-3.1	-2.1	3	-5	-10	6	0	-22	5
CC(=O)Nc1ccnc(-c2cccnc2)n1	-3.0	-5.0	3	-5	-3	-4	10	0	0
CCC1(C)CC2(CCCN(CCC(=O)c3ccccc3)C2)CCO1 (stereo not given)	-3.2	-2.0	7	-7	13	-2	3	-2	-6
CCOc1ncccc1C(=O)Nc1cc(S(=O)(=O)N2CCOCC2)ccc1N1CCCC1	-1.1	-1.8	-2	23	3	8	-7	-34	5
COc1ccc(N2CCN(C(=O)CC34CC5CC(CC(C5)C3)C4)CC2)c([N+](=O)[O-])c1	-1.3	-3.5	-2	3	-6	-2	5	-5	2
Cc1cc(C(=O)COc2ncnc3sccc23)c(C)n1C	-2.5	-1.2	6	32	-9	-6	3	1	8
CCn1cc(C(=O)N2CCN(c3ccccn3)CC2)c(=O)c2cc(S(=O)(=O)N3CCC(C)CC3)ccc21	0.2	-1.1	2	-7	16	0	0	-45	-9
CC1CCc2nc3sc4c(c3c(N)c2C1)CCCC4 (stereo not given)	-2.7	6.2	-2	-8	-10	3	5	2	-10
Cc1ccc(-c2c[n+]3c(n2-c2ccccc2)CCC3)cc1	-2.3	-1.2	6	6	-30	2	2	0	2
